Bcl-B TR3 displacers = displacers of TR3 peptide from Bcl-B, primary screen, selectivity assay for Bfl-1 inhibitor project, biochemical, fluorescence polarization; FP displacement of FITC-TR3 peptide from Bcl-B; higher % means a stronger effect; one-dose displacement, % at 20 µM; IC50 in µM for titrated hits; hit rate 0.11% among 96,000;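 active = displacement above 50% at 20 µM plus a fluorescence interference ratio under 1.5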;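 also: plate controls were wells without compound for no effect and wells lacking Bcl-B protein for full effect; a part of the inactive calls stands beside numbers as strong as those of hits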
PLAP inhibition = inhibition of human placental alkaline phosphatase – biochemical, luminescence, HTS (AID 690) | purified PLAP, luminescent substrate; higher % means a stronger effect | one-dose inhibition, % at 20 µM; IC50 in µM for titrated hits | hit rate 0.08% among 96,000; in the data active = a potency from the dose series; inactive = the rest, 99 in 100 with inhibition below about 30%; also: strong numbers were not always called active
MRP resist rev = compounds reversing MRP-mediated drug resistance | H69AR cells + 2 uM doxorubicin, CellTiter-Glo, 72 h | differential viability (reversal), % at 10 µM | hit rate 0.04% among 85,000;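 active = viability drop by adding the cancer drug above about 55%, with treated viability meeting a 40% cutoff, limit read from the data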;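 also: viability without doxorubicin minus viability with 2 µM doxorubicin for each compound; larger differential means the compound sensitizes cells more to doxorubicin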
NFkB transloc inh = blocks IL-1B driven NFkB nuclear translocation in HUVEC cells | HUVEC IL-1B NFkB p65 nuclear translocation imaging | inhibition, % at 2 µM | hit rate 0.43% among 94,000 | AID 796;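 active = inhibition above about 30% together with a positive call from visual inspection of the well image, limit read from the data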;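 also: nuclear over cytoplasmic p65 intensity ratio measured by imaging; 0% = IL-1B stimulated DMSO wells and 100% = unstimulated DMSO wells; values of inactives mirror those of a sister screen read the other way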
NFkB transloc pot = enhances IL-1B driven NFkB nuclear translocation; HUVEC IL-1B NFkB p65 nuclear translocation imaging; activation, % at 2 µM; hit rate 0.3% among 94,000;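 active = activation above 40%, about the mean plus 3 SD, also judged a hit on visual image review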;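 also: percent activation is computed from the nuclear over cytoplasmic p65 intensity ratio; values of inactives mirror those of a sister screen read the other way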
MRP resist rev cytotoxicity = further read-out of MRP resist rev, marked with its call; viability, %; H69AR cells, CellTiter-Glo, 72 h; measured here: cytotoxicity without doxorubicin
MRP resist rev with doxorubicin = second read-out of MRP resist rev, no call of its own (marks repeat the call); viability, %; measured here: viability with 2 uM doxorubicin; stronger effect = lower value
NFkB transloc inh cell count 2 µM = second read-out of NFkB transloc inh, no call of its own (marks repeat the call); cell count; measured here: cells passing quality filter;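 raw number of nuclei counted in each imaged well without normalization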
NFkB transloc pot cell count 2 µM = recorded beside NFkB transloc pot, whose call it bears; cell count; measured here: cells passing quality filter
Active calls of the source: *; . = no result given.

Every second line gives: MRP resist rev with doxorubicin	PLAP inhibition	Bcl-B TR3 displacers	NFkB transloc inh cell count 2 µM	MRP resist rev	MRP resist rev cytotoxicity	NFkB transloc pot	NFkB transloc pot cell count 2 µM	NFkB transloc inh
O=C(CSc1ccc2nnc(-c3ccccn3)n2n1)Nc1ccc2c(c1)OCCO2
  83	-5%	11%	30	-28	55	9	30	-9
COc1ccc(NC(=O)Cn2c(=O)sc3ccccc32)cc1
  96	-2%	-7%	57	2	99	6	57	-6
CCC(=O)Nc1ccc(S(=O)(=O)Nc2cccc(C)c2)cc1OC
  84	0%	-8%	106	3	86	-10	106	10
O=C(Nc1ccccc1C(=O)NCC1CCCO1)c1ccc(Cl)cc1Cl (stereo unspecified)
  .	12%	-11%	98	.	.	-12	98	12
CCOC(=O)CN1CC23C=CC(O2)C(C(=O)NCc2cccs2)C3C1=O (stereo unspecified)
  100	11%	4%	149	-2	98	5	149	-5
Cc1cccc(NC(=O)c2ccccc2NC(=O)Cc2ccccc2)c1C
  .	.	2%	106	.	.	-3	106	3
O=C(c1ccccc1)N1CCN(CC#CC2(O)CCCCC2)CC1
  76	-9%	-4%	96	4	80	3	96	-3
COC(=O)c1c(NC(=O)Cc2cccs2)sc(C(=O)NC2CCCCC2)c1C
  64	.	.	106	12	76	1	106	-1
O=c1c([N+](=O)[O-])c(N2CCCCC2)c2ccccc2n1-c1ccccc1
  73	-3%	5%	106	8	81	25	106	-25
COc1ccc(C2CC(c3c(O)cc(C)oc3=O)=NCCS2)c(OC)c1 (stereo unspecified)
  42	-32%	0%	.	-17	24	.	.	.
Cc1ccccc1NC(=O)C(C)O/N=C/c1cccc([N+](=O)[O-])c1 (stereo unspecified)
  .	-8%	4%	162	.	.	21	162	-21
CCOC(=O)C1C(=O)NC(N2CCCCC2)=NC1C(C)C (stereo unspecified)
  85	-1%	2%	.	7	92	.	.	.
COC(=O)CSc1nnc(-c2ccoc2C)n1-c1ccc(C)cc1
  88	-3%	-2%	129	3	91	25	129	-25
O=C(CSc1nc2ccccc2[nH]1)c1ccc2c(c1)OCO2
  79	-30%	7%	133	-1	78	7	133	-7
CC(Sc1nc(NCc2ccccc2)nc(N2CCOCC2)n1)C(=O)Nc1ccccc1 (stereo unspecified)
  68	4%	-2%	120	10	78	25	120	-25
CC1(C)C(C=C(Cl)Cl)C1C(=O)N1CCN(c2ccccc2)CC1 (stereo unspecified)
  88	13%	-4%	163	0	88	4	163	-4
COc1cc2cc(C(c3nnnn3C(C)(C)C)N3CCc4ccccc43)c(=O)[nH]c2cc1OC (stereo unspecified)
  74	-52%	4%	103	4	78	-2	103	2
C=CCOC(=O)C1=C(C)NC(SCC(=O)OCC)=C(C#N)C1c1ccc(C)cc1 (stereo unspecified)
  68	-12%	-7%	190	-6	62	17	190	-17
CCCc1nnc(NC(=O)CCC(=O)N2CCN(CCOc3ccc(C)cc3)CC2)s1
  82	-51%	2%	137	10	92	-3	137	3
Cc1cc(C(=O)COC(=O)C2=NNC(=O)CC2)c(C)n1-c1ccc(OC(F)F)cc1
  87	-8%	-16%	154	5	91	34	154	-34
COc1cc2[nH]c(=O)n(CCCC(=O)N3CC=C(c4ccccc4)CC3)c(=O)c2cc1OC
  89	-32%	-7%	.	1	90	.	.	.
Cc1cc(C(=O)OCC(=O)N2c3ccccc3CC2C)c(C)o1 (stereo unspecified)
  84	-33%	-3%	182	4	88	8	182	-8
CCOc1ccc(CN2C(=O)c3ccccc3C2C(=O)NCc2cccnc2)cc1 (stereo unspecified)
  72	-1%	-12%	165	13	84	2	165	-2
O=C1Nc2ccccc2C(O)(C(=O)NCc2ccco2)N1c1ccc(Cl)c(Cl)c1 (stereo unspecified)
  97	7%	0%	56	13	110	10	56	-8
CC(C)NC(=O)c1sc2nc(-c3cccs3)cc(-c3cccs3)c2c1N
  78	-75%	-46%	147	-2	76	3	147	-3
CCCc1c(C)c2ccccc2[nH]c1=O
  46	5%	-5%	.	-4	42	.	.	.
COc1ccc(-c2noc(CCC(=O)Nc3cccnc3)n2)cc1OC
  74	9%	-8%	94	-5	69	4	94	-4
COc1ccc(C(=O)Nn2c(C)ccc2C)cc1OC
  79	-31%	1%	137	10	89	-2	137	2
Cc1cc(C)c2nc3c(c(C(=O)O)c2c1)CCC3
  97	-1%	-7%	.	0	97	.	.	.
COc1ccc(OC)c(NS(=O)(=O)Cc2ccccc2)c1
  .	-16%	112%	166	.	.	25	166	-25
CC(C(=O)OCn1nnc2ccccc2c1=O)N1C(=O)c2ccccc2C1=O (stereo unspecified)
  112	5%	0%	150	-25	87	-5	150	5
COCNc1nc(OCC#N)nc(N(C)C)n1
  91	-3%	-4%	92	6	97	12	92	-12
COc1cccc(N(CC(=O)NC(C)c2ccccc2)S(C)(=O)=O)c1 (stereo unspecified)
  .	2%	-7%	112	.	.	-4	112	4
O=C(/C=C/c1ccc(Br)o1)OCc1ccccc1
  91	11%	16%	133	27	118	-6	133	6
O=C(OCn1nnc2ccccc2c1=O)C1COc2ccccc2O1 (stereo unspecified)
  106	-4%	-1%	107	-4	103	1	107	-1
COc1ccc(C2N=C(N)N=C(N)N2c2ccccc2)cc1OC (stereo unspecified)
  103	-151%	0%	190	-11	92	0	190	0
CC(C)C1N=C(c2ccc3c(c2)OCO3)CC(c2ccccc2O)N1 (stereo unspecified)
  2	-3%	6%	.	0	2	.	.	.
COc1ccc(CCNC(=O)NC23CC4CC(CC(C4)C2)C3)cc1OC
  78	-8%	-7%	156	20	98	3	156	-3
CCC(=O)Nc1ccc(-c2nn3c(C)nnc3s2)cc1
  69	.	.	133	23	93	5	133	-4
CC(C)(C)c1ccc(C(=O)Nc2ccc(N3CCOCC3)cc2)cc1
  55	9%	-9%	166	-9	47	1	166	-1

Grouped by structure: the entries above with an NH in an aromatic ring (4)
Every second line gives: MRP resist rev with doxorubicin	PLAP inhibition	Bcl-B TR3 displacers	NFkB transloc inh cell count 2 µM	MRP resist rev	MRP resist rev cytotoxicity	NFkB transloc pot	NFkB transloc pot cell count 2 µM	NFkB transloc inh
O=C(CSc1nc2ccccc2[nH]1)c1ccc2c(c1)OCO2
  79	-30%	7%	133	-1	78	7	133	-7
COc1cc2cc(C(c3nnnn3C(C)(C)C)N3CCc4ccccc43)c(=O)[nH]c2cc1OC (stereo unspecified)
  74	-52%	4%	103	4	78	-2	103	2
COc1cc2[nH]c(=O)n(CCCC(=O)N3CC=C(c4ccccc4)CC3)c(=O)c2cc1OC
  89	-32%	-7%	.	1	90	.	.	.
CCCc1c(C)c2ccccc2[nH]c1=O
  46	5%	-5%	.	-4	42	.	.	.

The list continues:
Every second line gives: MRP resist rev with doxorubicin	PLAP inhibition	Bcl-B TR3 displacers	NFkB transloc inh cell count 2 µM	MRP resist rev	MRP resist rev cytotoxicity	NFkB transloc pot	NFkB transloc pot cell count 2 µM	NFkB transloc inh
COC(=O)C(NC(C)=O)(Nc1nc2c(s1)CCCC2)C(F)(F)F (stereo unspecified)
  104	4%	3%	.	-13	92	.	.	.
O=C(O)c1ccc(COc2ccc(CO)cc2Cl)cc1
  82	16%	-6%	155	-6	77	-2	155	2
CC(=O)Nc1ccc(S(=O)(=O)Nc2cccc(N(C)S(C)(=O)=O)c2)cc1
  110	-15%	-6%	171	-18	92	11	171	-11
Cc1ccc(S(=O)(=O)NCCn2c(C)cc3ccccc32)cc1
  68	-23%	0%	62	1	70	2	62	-2
COc1ccc(-c2c3c(nc4sc5c(Cl)nc(C)nc5c24)CCC3)cc1
  .	11%	-56%	178	.	.	10	178	-10
COc1ccc2c(C)cc(N3CCN(c4ccc(F)cc4)CC3)nc2c1
  67	13%	-8%	165	11	78	-9	165	9
COC(=O)c1ccc(NC(=O)Nc2ccc(C)cc2)cc1
  85	6%	0%	165	-8	76	-9	165	9
Cc1ccc2[nH]c3c(c2c1)CN(C(=O)CN(C)CC1OCCO1)CC3
  82	-11%	27%	178	11	92	-3	178	3
CCc1ccccc1NC(=O)CN(C)S(=O)(=O)c1ccc2c(c1)c(=O)n(C)c(=O)n2C
  90	28%	10%	160	-1	89	-14	160	14
O=C1NC(c2ccccc2)C(C(=O)c2cccs2)=C1O (stereo unspecified)
  96	22%	-2%	108	8	104	5	108	-5
Cc1cc(C)c2[nH]c(=O)c(CN(C(=O)C3CCCO3)C3CCCC3)cc2c1 (stereo unspecified)
  106	-21%	4%	188	-3	103	1	188	-1
CCOc1ccc(Cn2ccnc2CCl)cc1[N+](=O)[O-]
  .	4%	-3%	147	.	.	11	147	-11
Cc1ccc(C(=O)Nc2onc(C)c2C#N)cc1
  .	-9%	1%	106	.	.	-14	106	14
CCOc1cc(CNCC2CCCO2)cc(Br)c1OCC(N)=O (stereo unspecified)
  83	-1%	13%	126	-36	48	-1	126	1
CCC(Sc1ccc(C(=O)O)cc1)C(=O)O (stereo unspecified)
  87	.	.	164	12	99	-4	164	4
CC1=C(C(=O)Nc2cccnc2)C(c2ccc3c(c2)OCO3)C2=C(CCCC2=O)N1 (stereo unspecified)
  72	4%	-3%	180	18	90	23	180	-23
CC(=O)Nc1ccc(SC(C)C(=O)NC(N)=O)cc1 (stereo unspecified)
  .	11%	4%	144	.	.	-6	144	6
CN(C)CC(C)(C)NS(=O)(=O)c1ccc(Cl)cc1
  92	-44%	1%	206	0	92	4	206	-4
O=C(CSc1ncn[nH]1)N1CCN(S(=O)(=O)c2ccc(Cl)cc2)CC1
  89	-113%	-3%	50	-1	88	1	50	-1
O=C(COc1ccc(Cl)cc1)Nc1ccc(Cl)cn1
  88	1%	-18%	174	7	94	2	174	-2
CCCCCCn1c(SCCCC)nc2c1c(=O)[nH]c(=O)n2C
  101	12%	-3%	136	-17	84	12	136	-12
Cc1ccc(-c2oc3ncnc(N)c3c2-c2ccc(C)cc2)cc1
  .	10%	9%	143	.	.	19	143	-19
CC1=NN(Cc2ccccc2)C(=O)C1C(c1ccccc1)C(C#N)C#N (stereo unspecified)
  .	-22%	-1%	149	.	.	-1	149	1
Cc1ccc(C)c2nc(N3CCCC3)c(C#N)cc12
  75	7%	6%	.	20	95	.	.	.
CC1=CCP(=O)(c2ccccc2)C1 (stereo unspecified)
  109	6%	4%	98	-18	91	-5	98	5

Part of the list above, showing only MRP resist rev:
SMILES	MRP resist rev
COc1cc2cc(C(c3nnnn3C(C)(C)C)N3CCc4ccccc43)c(=O)[nH]c2cc1OC (stereo unspecified)	4
C=CCOC(=O)C1=C(C)NC(SCC(=O)OCC)=C(C#N)C1c1ccc(C)cc1 (stereo unspecified)	-6

Source: PubChem BioAssay (several laboratories)

The list is partial; rates above refer to the full screens.
